Screens: PubChem, several laboratories
PPC-1+TRAIL kill: compounds killing PPC-1 cancer cells with TRAIL present, primary screen, TRAIL potentiator project, ATPLite luminescence, uHTS. PPC-1 cells + TRAIL, ATPLite viability luminescence. cell killing (% activity), % at 4 µM. actives 0.41% (n = 220,000). AID 1443, 2008;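 active = cell killing above 50% in the first pass at 4 µM, then a duplicate retest at 5 µM averaging 50% or more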;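 also: plate controls were cells with TRAIL plus DMSO for no effect and medium-only wells lacking cells for full effect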
NCF1 inh: p47phox/p22phox peptide binding inhibitors, primary screen, biochemical, uHTS, NADPH oxidase regulatory subunit | Neutrophil cytosol factor 1 (Homo sapiens), P14598 | fluorescence polarization, 2 h | inhibition, % at 24.7 µM | actives 0.53% (n = 220,000) | AID 1274, 2008;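 active = inhibition above about 30%, limit read from the data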;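 also: 0% = p47phox with labelled peptide and 100% = labelled peptide alone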
Target sequence (P14598 whole entry, looked up): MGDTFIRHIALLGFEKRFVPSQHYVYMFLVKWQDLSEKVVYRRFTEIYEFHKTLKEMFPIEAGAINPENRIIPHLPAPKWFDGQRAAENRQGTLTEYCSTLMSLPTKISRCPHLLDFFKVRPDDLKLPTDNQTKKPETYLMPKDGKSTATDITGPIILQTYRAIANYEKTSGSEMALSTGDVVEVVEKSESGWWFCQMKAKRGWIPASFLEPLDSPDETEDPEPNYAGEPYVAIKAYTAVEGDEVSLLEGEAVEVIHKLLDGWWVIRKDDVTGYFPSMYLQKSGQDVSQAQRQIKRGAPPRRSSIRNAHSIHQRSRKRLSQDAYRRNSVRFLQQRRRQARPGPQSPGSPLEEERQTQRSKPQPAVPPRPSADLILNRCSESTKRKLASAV
EBV gp42 inh: Epstein-Barr virus gp42 inhibitors, primary screen, biochemical, uHTS, fluorescence polarization; Glycoprotein 42 (Epstein-Barr virus (strain AG876)), Q1HVG2; Fluorescence polarization binding assay, mP read-out; inhibition, % (tested at 21.74 µM); actives 0.42% (n = 220,000); AID 1085, 2008; in the data active = inhibition above about 50%
Target sequence (Q1HVG2 whole entry, looked up): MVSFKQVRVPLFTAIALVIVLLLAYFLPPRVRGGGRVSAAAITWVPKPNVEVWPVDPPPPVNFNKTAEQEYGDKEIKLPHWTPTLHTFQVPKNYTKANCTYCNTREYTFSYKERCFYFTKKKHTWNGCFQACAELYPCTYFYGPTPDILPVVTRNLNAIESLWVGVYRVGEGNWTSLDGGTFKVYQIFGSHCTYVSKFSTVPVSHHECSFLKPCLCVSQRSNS
TRPML3 agonist: human TRPML3 channel agonists, primary screen, cell-based, HEK293 TRPML3-YFP, Fluo-8 calcium fluorescence, 3 µM. 100% = the carbachol control signal. activation, % at 3 µM. actives 0.29% (n = 220,000). AID 1448, 2008;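 active = activation above its plate's cutoff, the mean activation of the plate's test wells plus 3 SD, cut at about 12% in these data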;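 also: 0% = DMSO only wells and 100% = carbachol wells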
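Test system: TRPML3-YFP stable HEK293 cells. Doses: single point at 3 µM. Incubation: dye loading 1 h 37 °C then 30 min ambient, 125 s read. Signal: Fluo-8 calcium dye fluorescence, ex 470-495, em 515-575 nm. Measure: percent activation from peak-to-basal fluorescence ratio, scaled between DMSO and carbachol.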
MDM2 E3 inh: MDM2-luciferase reporter signal enhancers, primary screen, MDM2 E3 ligase inhibitor project, cell-based, luminescence, 1536-well; cell-based MDM2 ubiquitination luciferase reporter, 2 h; 0 = plate control, 100 = twice control, blank-subtracted; signal enhancement, % at 5 µM; actives 0.11% (n = 210,000); AID 1230, 2008;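 active = signal enhancement of 30% or more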;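 also: luminescence tracks abundance of the self-degrading MDM2-luciferase fusion protein; higher signal means inhibition of MDM2 E3 ligase activity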
Target sequence (Q00987 whole entry, looked up, the tested form may be a part): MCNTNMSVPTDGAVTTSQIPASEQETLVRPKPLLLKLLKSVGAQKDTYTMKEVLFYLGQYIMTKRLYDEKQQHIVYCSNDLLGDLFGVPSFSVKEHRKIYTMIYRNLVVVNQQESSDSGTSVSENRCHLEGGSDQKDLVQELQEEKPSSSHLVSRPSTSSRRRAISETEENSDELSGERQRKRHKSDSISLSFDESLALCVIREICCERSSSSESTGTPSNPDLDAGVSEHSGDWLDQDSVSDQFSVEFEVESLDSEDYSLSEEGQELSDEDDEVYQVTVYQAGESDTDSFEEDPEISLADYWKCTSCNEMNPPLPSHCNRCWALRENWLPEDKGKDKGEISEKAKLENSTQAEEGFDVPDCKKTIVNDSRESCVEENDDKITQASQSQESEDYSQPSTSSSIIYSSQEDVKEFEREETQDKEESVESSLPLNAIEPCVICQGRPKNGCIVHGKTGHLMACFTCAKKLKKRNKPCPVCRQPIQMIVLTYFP
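Assay system: stable mammalian line carrying autodegrading MDM2–luciferase fusion reporter; amount: 2000 cells seeded into each well; buffer or medium: DMEM; benchmarks: plate control and blank wells; signal: luciferase luminescence; timing: 2 h compound exposure at 37 °C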
CHOP inh: inhibitors of CHOP promoter induction, primary screen, cell-based, unfolded protein response, luciferase reporter; CHO-K1 CHOP-promoter luciferase, tunicamycin-induced, 15-18 h; inhibition, % at 10 µM; actives 3.8% (n = 220,000);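 active = compounds that reduced the stress-induced luciferase reporter signal by more than about 70% of percent inhibition, limit read from the data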;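 also: 0% = tunicamycin plus vehicle and 100% = wells without tunicamycin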
Runt-SMMHC FRET: inhibitors of RUNX1 Runt–CBFb-SMMHC binding, primary screen, biochemical, FRET, Cerulean-Runt, Venus-CBFb-SMMHC, uHTS; Runt-related transcription factor 1 (Homo sapiens) + Core-binding factor subunit beta …; Cerulean-Runt/Venus-CBFb-SMMHC FRET ratio 530/480, 1 h; inhibition, % at 20 µM; actives 0.74% (n = 220,000); AID 1434, 2008;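 active = mean inhibition across duplicate retests at 20 µM reaching about 50%, limit read from the data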;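 also: 0% = DMSO wells and 100% = wells with excess untagged CBFb-SMMHC; inhibitors lower the FRET ratio by blocking Runt binding to CBFb-SMMHC; some results filed as inactive read as strong as hits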
TNF death inh: inhibitors of TNF-alpha triggered necroptosis, primary screen, cell-based, Jurkat FADD-/-, single concentration; activation (protection from cell death), % at 10 µM; Jurkat FADD-/- TNF necroptosis rescue, ATP luminescence, 24 h; 0 = TNF only, 100 = no-TNF cells; actives 0.068% (n = 220,000);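 active = activation, meaning protection from cell death, of at least 50% relative to plate controls; inactive = activation below 50%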;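 also: necroptosis triggered by 40 ng/mL TNF-alpha added together with compound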
zfTRPN1 agonist: zebrafish TRPN1 channel agonists, primary screen, cell-based, HEK293, calcium fluorescence. actives 0.18% (n = 220,000). HEK293 zebrafish TRPN1-YFP, Fluo-8 calcium fluorescence; 100% = response to 87 µM carbachol. AID 1424, 2008. transient receptor potential cation channel N1 (TRPN1/NompC), Danio rerio. activation, % at 3 µM;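 active = activation above its plate's cutoff, the mean activation of test wells on that plate plus 3 SD, cut at about 19% in these data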;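 also: 0% = DMSO alone and 100% = 87 µM carbachol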
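System: zebrafish TRPN1-YFP in HEK293 cells / Dosing: 3 µM single point / Timing: dye loading 1 h at 37 °C, then 30 min room temperature / Signal: Fluo-8 calcium fluorescence, excitation 470-495 nm, emission 515-575 nm / Read-out basis: percent activation from peak over basal fluorescence ratio, control-normalized / Control set: high carbachol 87 µM, low DMSO alone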
* = called active by the depositor; x = no result given.

SMILES | PPC-1+TRAIL kill | NCF1 inh | EBV gp42 inh | TRPML3 agonist | MDM2 E3 inh | CHOP inh | Runt-SMMHC FRET | TNF death inh | zfTRPN1 agonist
CC(C)C[C@H](NS(=O)(=O)c1ccc(Br)cc1)C(=O)O | -5 | -1 | -8 | 1.2 | -4 | -8 | -1 | 0.5 | 0.7
CCOc1ccccc1OCC(=O)Nc1ccc(Cl)cc1Cl | 14 | 8 | -26 | 0.7 | -1 | 11 | -2 | -0.8 | 1.0
Cc1cc(C)cc(C(=O)N2CCC(C(N)=O)CC2)c1 | 13 | -2 | -9 | 0.5 | -21 | 20 | 7 | -1.0 | 0.7
C/C=C(\C)c1nnc(NC(=O)OCC)s1 | -3 | -9 | -20 | 0.2 | -15 | 27 | -17 | -0.6 | 1.4
Cc1onc(-c2c(F)cccc2Cl)c1C(=O)OCC(=O)NC(=O)NCC(C)C | -8 | -4 | 9 | 1.0 | -4 | 47 | -1 | 1.2 | -2.0
CC(Oc1ccc(-c2ccccc2)c(F)c1)c1ccn(S(=O)(=O)c2ccc(F)cc2)n1 (configuration not stated) | 0 | -4 | 14 | 1.5 | -20 | 1 | 0 | -3.6 | -0.1
C=C(C)COc1ccc2c(CC)cc(=O)oc2c1 | 12 | -9 | -14 | 0.5 | -8 | -15 | 1 | -0.5 | -0.7
CC1(C(=O)N(Cc2ccccc2)Cc2ccccc2)CC1(Br)Br (configuration not stated) | -12 | 4 | 11 | -0.5 | -6 | 55 | 0 | 0.1 | 0.1
CCNC(=S)N(CCN(C)C)Cc1cc2cc(OCC)ccc2[nH]c1=O | 34 | -1 | 2 | 0.1 | -11 | -4 | -2 | 3.0 | 0.0
CCCC(=O)Nc1ccc(N2CCCCC2)cc1 | 18 | 1 | -6 | 0.7 | -2 | -24 | -2 | -1.0 | 0.6

The closing two entries of the section before are carried over, then new ones follow.
SMILES | PPC-1+TRAIL kill | NCF1 inh | EBV gp42 inh | TRPML3 agonist | MDM2 E3 inh | CHOP inh | Runt-SMMHC FRET | TNF death inh | zfTRPN1 agonist
CCNC(=S)N(CCN(C)C)Cc1cc2cc(OCC)ccc2[nH]c1=O | 34 | -1 | 2 | 0.1 | -11 | -4 | -2 | 3.0 | 0.0
CCCC(=O)Nc1ccc(N2CCCCC2)cc1 | 18 | 1 | -6 | 0.7 | -2 | -24 | -2 | -1.0 | 0.6
O=C(CC(Nc1ccc(Cl)cc1)C(=O)O)c1ccccc1 (configuration not stated) | 44 | -8 | -3 | -0.1 | -20 | 15 | 9 | -2.2 | -1.1
CSc1nc(N2CCOCC2)c2sccc2n1 | 5 | -3 | 2 | -0.2 | -15 | 11 | 1 | -1.1 | -0.7
Cc1cccc(OCC(=O)N/N=C/CC(C)c2ccccc2)c1C (configuration not stated) | 26 | 2 | 21 | 0.6 | -4 | 77* | -5 | 1.0 | 2.0
COc1ccc2c(c1)[nH]c1c(=O)n(Cc3ccco3)cnc12 | 7 | 0 | -16 | 4.5 | -13 | -25 | 5 | 1.3 | 4.2
CCOC(=O)c1sc(NC(C)=O)c(C(=O)OCC)c1C | 14 | 1 | -3 | 0.4 | -11 | 9 | -1 | -0.8 | 0.6
COCCN(C(=O)CCc1ccc(OC)cc1)c1nnc(-c2ccncc2)s1 | 9 | 0 | -19 | -0.2 | -11 | 19 | -1 | 1.9 | -1.6
Cn1c(C(=O)NCCCN2CCOCC2)cc2c(=O)n(C)c3ccccc3c21 | 23 | 2 | 4 | 0.7 | -12 | -2 | -3 | 0.9 | 2.8
Fc1ccc(Nc2ccc3ccccc3n2)c(F)c1 | 28 | -2 | 12 | 0.1 | -54 | 51 | -1 | 3.5 | -0.9
O=C(Cc1csc(NC(=O)c2ccccc2)n1)NO | 11 | 2 | -2 | 1.1 | -6 | 12 | -1 | -3.1 | 0.2
C=CCn1nnnc1-c1cc(Cl)cc(Cl)c1 | 2 | 4 | -6 | 0.2 | -27 | 14 | 1 | 0.1 | 0.1
COC(OC)c1ccnc(-c2ccc(OC(C)=O)cc2)n1 | 14 | -12 | -20 | 0.7 | -12 | 4 | -1 | 1.3 | 1.5
CCN1CCN(Cc2c(C)[nH]c3ccc(OC)cc3c2=O)CC1 | -5 | -3 | -4 | 0.5 | -21 | -2 | -4 | 0.3 | 1.0
COc1ccc(C(=O)NCC(C)(C)SCc2c(C)cc(C)cc2C)cc1 | -3 | -1 | 3 | -0.7 | 3 | 73* | 0 | -4.5 | -0.8
COC(=O)c1cccc(NC(=O)CSc2nnc(COc3ccc(C#N)cc3)n2-c2ccccc2)c1 | 22 | -9 | 4 | 0.1 | 2 | 31 | 1 | -0.3 | 0.8
CC(=O)NC1(c2ccccc2)CCN(Cc2nnnn2C(C)(C)C)CC1 | 15 | -2 | -7 | 0.6 | -23 | 15 | -2 | 1.0 | -0.7
CC(=O)NNC(=O)c1cc2c3ccccc3n(C)c2s1 | 4 | 1 | 3 | 0.1 | 17 | 23 | -1 | -0.9 | -1.5
COc1ccccc1NC(=O)c1ccc(NC(=O)CN2C(=O)CN(C)C2=O)cc1 | -4 | -4 | -15 | 0.6 | -10 | 1 | 1 | 0.4 | -0.1
Cc1ccc(OCCCn2c(=O)sc3ccccc32)cc1 | 2 | -8 | -13 | -1.1 | x | 38 | -2 | -0.1 | -1.6
O=C(NCc1ccccc1)C(=O)NCC1OCCN1S(=O)(=O)c1ccc([N+](=O)[O-])cc1 (configuration not stated) | 17 | x | -13 | 0.9 | 4 | 11 | 2 | 2.9 | 0.1
CC(C)[C@H](NC(=O)c1ccco1)C(=O)NC12CC3CC(CC(C3)C1)C2 | 6 | -8 | 1 | 0.2 | -3 | -4 | -2 | 0.2 | -1.7
Cc1cc(C)c(C)c(/C=C(/C#N)C(N)=S)c1C | 6 | -3 | -1 | -0.6 | -11 | 24 | -5 | -7.7 | -2.3
COCCN1C(=O)C(=O)/C(=C(/O)c2ccc(S(=O)(=O)N3CCOCC3)cc2)C1c1ccc(O)cc1 (configuration not stated) | 7 | -6 | -17 | 0.1 | -13 | -7 | -1 | -0.1 | 0.3
N#C/C(=N\Nc1ccccc1)C(N)=S | 13 | 1 | -11 | 2.4 | -16 | 0 | 1 | -1.5 | 4.8
CCC1=C2CC[C@H]3C(=O)N(CC)C(=O)[C@H]3[C@H]2[C@@]2(Cc3ccccc3)C(=NCc3ccccc3)OC(=O)N2C1=O | 10 | -1 | -17 | x | 5 | 28 | -5 | 3.2 | x
Cc1ccc(NC(=O)C(=O)NN=C2CCCC2)cc1C | 14 | -8 | -21 | 0.9 | -11 | 25 | -2 | 0.9 | 1.2
Cc1ccc2cc(CN(CC3CCCO3)C(=S)NCc3ccco3)c(=O)[nH]c2c1 (configuration not stated) | 16 | -18 | 4 | -0.6 | -5 | 4 | 22 | -2.0 | -2.0
COc1ccc(Br)c(C(=O)N2CCN(S(=O)(=O)/C=C/c3ccccc3)CC2)c1 | -1 | -7 | -7 | 0.6 | -4 | 17 | -1 | 2.0 | -1.0
O=C(CCCN1C(=O)c2cccnc2C1=O)Nc1ccc(Br)cc1 | 9 | 4 | -3 | -1.4 | 15 | 12 | 3 | 0.6 | 0.5
Nc1nc(C2CCCCC2)cs1 | -16 | -8 | -24 | 0.6 | -8 | 3 | 0 | 1.7 | -0.5
COc1ccc(OCC(=O)Nc2ccc(N3CCOCC3)c(Cl)c2)cc1 | -2 | -6 | -9 | 1.3 | -11 | 7 | 0 | -0.9 | 1.6
Cc1nc(NCc2ccco2)c(C#N)c2c1COC(C)(C)C2 | 21 | 22 | 1 | -0.6 | -6 | 58 | 5 | 1.0 | -2.3
Cc1ccc(NC(=O)CN2CCC(C(=O)c3ccc4c(c3)OCCO4)CC2)cc1 | 7 | -13 | 3 | 0.8 | -16 | 23 | 3 | 1.4 | 0.7
CN(C)c1ccc(/C=N/N(Cc2ccccc2)c2ccccc2)cc1 | -2 | 8 | -13 | 0.9 | -17 | 1 | 5 | -2.1 | 0.9
COc1ccc(C(C)=O)cc1CSc1nnc(Nc2c(C)cccc2C)s1 | 22 | -6 | 6 | -0.3 | 2 | -36 | 4 | 1.8 | -1.5
CCn1c(=O)cc(SCC(=O)N2CCN(c3ccccc3F)CC2)c2ccccc21 | 14 | 0 | -16 | -0.7 | -17 | 12 | 1 | -1.1 | 1.0
CN(/N=C/c1ccccc1Cl)c1ncc(Cl)cc1C(F)(F)F | -2 | 9 | 1 | 0.8 | -8 | -4 | -6 | 0.7 | -0.5
CCOc1ccc(S(=O)(=O)NCCC(=O)OCC(=O)Nc2cc(C)on2)cc1 | 11 | -1 | -1 | 0.6 | x | -28 | -3 | 3.3 | -0.1
CCOCCCNC(=O)Cn1cc2c(n1)CCCCC2 | -11 | -22 | -16 | 0.6 | -32 | 14 | 3 | 0.0 | 0.2
N=C1N(/N=C/c2ccccc2)C(=Nc2ccccc2)C(=S)N1c1ccccc1 | 9 | -4 | -8 | 0.1 | -9 | 69 | 0 | -9.2 | 0.3
COc1ccccc1-c1c(C)nn2c(N3CCC(C)CC3)cc(C)nc12 | 14 | 1 | 0 | 0.2 | 11 | 33 | 0 | -0.9 | 2.0
Cc1cc([N+](=O)[O-])nn1CCCC(=O)Nc1cccc(Cl)c1Cl | 29 | -4 | 2 | -0.2 | -7 | 2 | 1 | 4.3 | -0.4
COc1ccc(/C=N/NC(=O)CSCC(=O)Nc2ccccc2)cc1 | 0 | 21 | -9 | -0.1 | -2 | 10 | 2 | 0.6 | 0.3
CCN1CC=C2C(C#N)=C(N)C(C#N)(C#N)C(c3cc(Cl)ccc3Cl)C2C1 (configuration not stated) | -3 | -20 | 73* | 1.2 | -9 | 41 | 65* | -0.9 | 1.3

Reprinted at random: two compounds from above
SMILES | PPC-1+TRAIL kill | NCF1 inh | EBV gp42 inh | TRPML3 agonist | MDM2 E3 inh | CHOP inh | Runt-SMMHC FRET | TNF death inh | zfTRPN1 agonist
Cc1cc(C)c(C)c(/C=C(/C#N)C(N)=S)c1C | 6 | -3 | -1 | -0.6 | -11 | 24 | -5 | -7.7 | -2.3
N#C/C(=N\Nc1ccccc1)C(N)=S | 13 | 1 | -11 | 2.4 | -16 | 0 | 1 | -1.5 | 4.8

Outcome played no part in choosing rows; 5.9% or so of the library scored in one or more.
